HP1b binding inh: HP1-beta chromodomain-methylated histone interaction inhibition | actives 0.56% (n = 390,000) | AID 540317 | AlphaScreen HP1-beta / biotin-H3K9me3 peptide binding | Potency, µM (series often up to 114 µM), inactives show at the highest dose activity change, negative = inhibition, hits mostly inhibitors; note: potency is the fitted concentration of half-maximal effect; nearly all actives have a fitted effect of over 70% in size; inactives centre near 23
Target sequence (P83916 whole entry, looked up): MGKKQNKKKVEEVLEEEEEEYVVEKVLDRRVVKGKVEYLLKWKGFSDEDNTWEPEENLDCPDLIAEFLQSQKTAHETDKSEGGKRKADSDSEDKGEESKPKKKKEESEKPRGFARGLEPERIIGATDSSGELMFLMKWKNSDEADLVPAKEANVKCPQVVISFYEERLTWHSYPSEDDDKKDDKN
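Compound inhibition of the preformed complex between 50 nM HP1-beta and 50 nM biotinylated H3K9me3 peptide was read by AlphaScreen. Buffer was PBS pH 7.4 with 0.01% Tween-20. Incubations ran 30 min at room temperature, with 10 ug/mL donor/acceptor beads.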
BAZ2B inh: BAZ2B (human) inhibition; Potency, µM (top dose mostly 114 µM), without a hit: at the highest dose activity change, negative = inhibition, hits mostly inhibitors; Q9UIF8; actives 4.4% (n = 360,000); AlphaScreen BAZ2B-H3K14Ac peptide displacement; AID 504333; note: potency is the fitted concentration of half-maximal effect; % is set by controls: 0 for no effect and ±100 for the full control effect; nearly all actives have a fitted effect of over 60% in size
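AlphaScreen displacement of biotin-H3(5-23)K14Ac peptide (50 nM final) from BAZ2B (50 nM final) in PBS pH 7.4, 0.01% Tween-20; complex preformed 30 min RT, then compounds (top 110 uM) 30 min RT, beads 20 min dark.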
PI4K2A inh: blocks human PI4K2A kinase activity | Q9BTU6 | purified PI4K2A, ADP-Glo luminescence, 1 h; hits give low values | activity change, negative = inhibition, % at 76.9 µM | actives 0.13% (n = 420,000) | AID 1346378; in the data active = activity change below about -50%; inconclusive = mostly about -30% to -49%;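 note: -100% = wells without enzyme as full effect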
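PI4K2A activity was measured by ADP-Glo luminescence: enzyme (4 ug/mL stock) and phosphatidylinositol (1.2 mM stock) in Tris pH 7.5/MgCl2/EGTA/Triton X-100 buffer were reacted with ATP (300 microM stock) for one hour at ambient temperature.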
JMJD2A Tudor: JMJD2A Tudor domain (human) inhibition | AlphaScreen JMJD2A-Tudor / H3K4me3 peptide binding | AID 504339 | Potency, µM (doses to about 114 µM), for inactives: at the highest dose activity change, negative = inhibition, hits mostly inhibitors | O75164 | actives 4.4% (n = 390,000); note: potency is the fitted concentration of half-maximal effect; % is set by controls: 0 for no effect and ±100 for the full control effect; nearly all actives have a fitted effect of over 50% in size
G9a inh: blocks human histone lysine methyltransferase G9a. AID 504332. Potency, µM (top dose mostly 102 µM), without a hit: at the top dose activity, negative = inhibition, usual class: inhibitors. G9a H3K9 monomethylation, AlphaScreen, 2 h. Q96KQ7. actives 8.8% (n = 350,000); note: potency is the fitted concentration of half-maximal effect; % is set by controls: 0 for no effect and ±100 for the full control effect; nearly all actives have a fitted effect of over 75% in size
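Using a bead-based AlphaScreen, monomethylated H3K9 product from 2 h room-temperature reactions (G9a 20 nM, peptide 500 nM, SAM 20 uM) was detected with 0.5 ug/mL rabbit anti-H3K9me1 antibody.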
GLS inh: inhibitors of human glutaminase (GLS); GLS enzymatic activity, qHTS titration; Potency, µM (top dose mostly 45.5 µM), inactives show at the highest dose activity change, negative = inhibition, actives largely listed as inhibitors; actives 0.21% (n = 410,000); AID 624170; note: potency is the fitted concentration of half-maximal effect; % is set by controls: 0 for no effect and ±100 for the full control effect
Target sequence (O94925 whole entry, looked up): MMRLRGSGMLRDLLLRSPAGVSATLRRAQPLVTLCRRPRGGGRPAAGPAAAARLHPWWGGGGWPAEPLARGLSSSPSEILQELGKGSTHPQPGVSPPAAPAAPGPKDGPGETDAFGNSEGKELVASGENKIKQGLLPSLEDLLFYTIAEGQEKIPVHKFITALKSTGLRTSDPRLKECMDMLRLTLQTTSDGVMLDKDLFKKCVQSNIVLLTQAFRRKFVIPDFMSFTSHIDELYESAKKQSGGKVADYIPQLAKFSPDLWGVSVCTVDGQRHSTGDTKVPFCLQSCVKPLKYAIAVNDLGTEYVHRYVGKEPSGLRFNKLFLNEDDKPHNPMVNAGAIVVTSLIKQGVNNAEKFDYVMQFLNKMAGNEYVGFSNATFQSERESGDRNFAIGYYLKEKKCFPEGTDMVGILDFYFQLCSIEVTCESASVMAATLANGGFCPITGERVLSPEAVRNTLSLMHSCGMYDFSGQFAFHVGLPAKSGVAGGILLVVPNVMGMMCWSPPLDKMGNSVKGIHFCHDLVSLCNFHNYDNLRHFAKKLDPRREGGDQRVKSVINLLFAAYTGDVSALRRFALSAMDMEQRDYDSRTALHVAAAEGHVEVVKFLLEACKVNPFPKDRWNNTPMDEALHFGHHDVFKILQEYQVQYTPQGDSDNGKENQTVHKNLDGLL
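hKGA in 45 mM KH2PO4 (pH 8.2), 0.02% Tween-20 with compound, then 1mM L-Glutamine (stock as added) plus glutamate oxidase/HRP/Amplex red coupling mix. Fluorescence read initially and after 30 min at RT; signal change reflects glutamate formation.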
ERG-DNA inh: blocks human ERG Ets domain binding to DNA; P11308; fluorescence polarization, His-ERG Ets domain / labelled DNA; Potency, µM (top dose mostly 76.9 µM), for inactives: at the highest dose FP activity, negative = inhibition, actives largely listed as inhibitors; actives 0.028% (n = 370,000); AID 624246; active = well fitted inhibition curve with a large enough effect in the polarisation, with a control signal flat; inconclusive = small, poorly fitted or top-dose-only effect, or effect the other way, or a change in a side signal; inactive = no such curve, though single readings can be large or run the other way; the % refers to the polarisation;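 note: polarization taken with two DNA probes labelled with fluorescein and Texas red; potency is the fitted concentration of half-maximal effect; % of control where 0% means no effect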
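His-tagged ERG Ets domain (1 uM in the protein solution; 300mM KCl, 50mM Tris-HCl, 1mM EDTA, 1mM DTT, pH 7.5) received compound, then a probe mix of 5 nM fluorescein-DNA and 100nM Texas-615-DNA. Fluorescence polarization was read for both dyes.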
ALOX12 inh: inhibitors of human 12S-lipoxygenase ALOX12. Potency, µM (top dose mostly 108 µM), for the others: at the top dose activity change, negative = inhibition, most hits filed as inhibitors. P18054. actives 1.1% (n = 580,000). purified 12hLO, xylenol orange hydroperoxide absorbance; note: potency is the fitted concentration of half-maximal effect; % is set by controls: 0 for no effect and ±100 for the full control effect
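Hydroperoxide product was detected by ferrous iron/xylenol orange as the 573 to 405 nm absorbance ratio. Arachidonic acid at 40 uM (final) was turned over for 30 min at room temperature by 150 nM human 12hLO, pH 7.0 Hepes buffer, after 15 min compound preincubation.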
RGS4 inh: inhibitors of human regulator of G protein signaling 4 | P49798 | AID 504845 | actives 0.039% (n = 390,000) | Potency, µM (titrated, usually from 114 µM), for the others: top-dose activity change, negative = inhibition, usual class: inhibitors | Transcreener GDP fluorescence polarization, RGS4-accelerated GTP hydrolysis; note: potency is the fitted concentration of half-maximal effect; % is set by controls: 0 for no effect and ±100 for the full control effect; nearly all actives have a fitted effect of over 75% in size; some results filed as inactive show a strong effect at the top dose
Target sequence (P49798 whole entry, looked up): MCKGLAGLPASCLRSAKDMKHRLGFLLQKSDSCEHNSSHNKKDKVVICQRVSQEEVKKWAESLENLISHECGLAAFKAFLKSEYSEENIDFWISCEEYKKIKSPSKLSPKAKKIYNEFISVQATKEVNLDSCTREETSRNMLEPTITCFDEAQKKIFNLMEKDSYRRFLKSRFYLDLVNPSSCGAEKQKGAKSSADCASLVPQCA
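MLSMR compounds (23 nl, pin-transferred) preincubated 10 min at room temperature with a 500nM (2x) first reagent, then RGS4 at 900nM (2x) plus Transcreener GDP mix added; fluorescence polarization (620/688 nm) read before and after 90 min at 30 °C.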
* marks the source's active call; other numbers are inactive results; ? = inconclusive; · = not tested or not shown; [ ] = remark or other dose. Unless noted, calls come from the whole dose curve; as a rule, active = well fitted curve in the direction sought with a large enough effect; inconclusive = small, poorly fitted or top-dose-only effect, or another doubt; inactive = no such curve, though single readings can be large; an effect the other way counts as inactive or inconclusive. Some of the compounds tested (hit frequency here may not be typical).

Start of the listing, in advance:
[1] CN(C(=O)Cn1nc(Cl)ccc1=O)C1CCCN(Cc2ccccc2F)C1 (stereo unspecified)
[2] O=C(C[n+]1ccccc1)N/N=C/c1ccc(Br)cc1
[3] COc1ccc(NC(=O)CN(C)S(=O)(=O)c2ccc(Cl)cc2)c([N+](=O)[O-])c1

screen / no.	1	2	3
ALOX12 inh	206%[activator]	425%[activator]	28%
GLS inh	3%	1%	-15%
G9a inh	·	5%[2.33 µM]	·
PI4K2A inh	0	3	-2
ERG-DNA inh	1%	-7%	0%
RGS4 inh	26%	11%	-23%
JMJD2A Tudor	-7%	-12%	-15%
HP1b binding inh	48%[activator]	28%	4%
BAZ2B inh	-3%	-27%	7%

The listing, from the first entry:
[1] CN(C(=O)Cn1nc(Cl)ccc1=O)C1CCCN(Cc2ccccc2F)C1 (stereo unspecified)
[2] O=C(C[n+]1ccccc1)N/N=C/c1ccc(Br)cc1
[3] COc1ccc(NC(=O)CN(C)S(=O)(=O)c2ccc(Cl)cc2)c([N+](=O)[O-])c1
[4] CCSc1ccccc1C(=O)N1CCCC1
[5] O=C(Nc1nncs1)C1(c2ccccc2)CCCC1
[6] CC(=O)NC(Cc1c[nH]c2ccccc12)C(=O)OCC(=O)Nc1ccc2c(c1)OCO2 (stereo unspecified)

screen / no.	1	2	3	4	5	6
ALOX12 inh	206%[activator]	425%[activator]	28%	0%	3%	0%
GLS inh	3%	1%	-15%	2%	12%	11%
G9a inh	·	5%[2.33 µM]	·	?	-3%[59 µM]	-9%[59 µM]
PI4K2A inh	0	3	-2	4	6	-9
ERG-DNA inh	1%	-7%	0%	11%	-1%	15%
RGS4 inh	26%	11%	-23%	4%	-19%	-16%
JMJD2A Tudor	-7%	-12%	-15%	-21%	0%	-20%
HP1b binding inh	48%[activator]	28%	4%	17%	25%	10%
BAZ2B inh	-3%	-27%	7%	0%	4%	3%

[7] CCOc1ccc(C(=O)OCC(=O)c2c(N)n(C)c(=O)n(C)c2=O)cc1OCC
[8] Cc1onc(-c2ccccc2)c1C(=O)N[C@@H]1C(=O)N2C1SC(C)(C)[C@@H]2C(=O)O (stereo partly specified)
[9] CCOc1cccc2sc(N(CCN(C)C)C(=O)c3ccc(Br)s3)nc12
[10] CCOC(=O)c1cc(S(=O)(=O)Nc2ccccc2)[nH]n1
[11] CC1CC(C)CN(C(=O)Cn2nnc(-c3ccc(Br)cc3)n2)C1 (stereo unspecified)
[12] O=C(Nc1ccc(N2CCCC2)c(Cl)c1)c1ccc([N+](=O)[O-])cc1

screen / no.	7	8	9	10	11	12
ALOX12 inh	34%[activator]	-8%	-10%	-15%	17%	?
GLS inh	0%	3%	-2%	-2%	5%	16%
G9a inh	13%[12.7 µM]	·	10%[59 µM]	10µM*	-1%	-9%[59 µM]
PI4K2A inh	4	1	3	-17	3	-7
ERG-DNA inh	-3%	-19%	-2%	-3%	-1%	1%
RGS4 inh	-12%	18%	15%	-5%	25%	19%[11.4 µM]
JMJD2A Tudor	-22%	-9%	-6%	?	-5%	-27%
HP1b binding inh	15%	17%	39%	17%[57 µM]	9%	-3%
BAZ2B inh	-6%	·	-2%	79µM*	-22%	3%

An excerpt of these results, with bars between the fields:
entry | Compound | ALOX12 inh | GLS inh | G9a inh | PI4K2A inh | ERG-DNA inh | RGS4 inh | JMJD2A Tudor | HP1b binding inh | BAZ2B inh
5 | O=C(Nc1nncs1)C1(c2ccccc2)CCCC1 | 3% | 12% | -3%[59 µM] | 6 | -1% | -19% | 0% | 25% | 4%
6 | CC(=O)NC(Cc1c[nH]c2ccccc12)C(=O)OCC(=O)Nc1ccc2c(c1)OCO2 (stereo unspecified) | 0% | 11% | -9%[59 µM] | -9 | 15% | -16% | -20% | 10% | 3%
7 | CCOc1ccc(C(=O)OCC(=O)c2c(N)n(C)c(=O)n(C)c2=O)cc1OCC | 34%[activator] | 0% | 13%[12.7 µM] | 4 | -3% | -12% | -22% | 15% | -6%

(continued)
[13] O=C(NC(=O)c1ccc(Cl)cc1)Nc1cc(N2CCCCC2)ncn1
[14] CCOc1ccc(/C=C/C(=O)Oc2ccc(OC)cc2)cc1
[15] O=C(CC1COc2ccccc2O1)NC1CCCCC1 (stereo unspecified)
[16] CCOc1ccccc1C(=O)NCC(=O)OCc1c(C)noc1C
[17] Cc1cccc(NC(=O)Cn2c(/C=C/c3ccccc3)nc3ccccc32)c1
[18] CCOC(=O)C1CCN(Cc2cc(=O)n3c(-c4ccccc4)csc3n2)CC1

screen / no.	13	14	15	16	17	18
ALOX12 inh	-24%	0%	0%	0%	17%	-8%
GLS inh	5%	4%	-10%	14%	5%	2%
G9a inh	·	16%	2%[12.7 µM]	15%[59 µM]	7%	-6%
PI4K2A inh	5	-2	5	4	-4	-3
ERG-DNA inh	-12%	4%	1%	-6%	3%	-6%
RGS4 inh	?	7%	5%	11%	4%	9%
JMJD2A Tudor	79µM*	-15%	-2%	-7%	-5%[57.1 µM]	-7%
HP1b binding inh	-19%	19%	34%[activator]	20%	47%[activator]	26%
BAZ2B inh	·	-22%	4%	7%	0%	-4%

[19] Cc1ccc(NC(=O)Nc2ccc3c(c2)N(C)C(=O)c2ccccc2S3)c(C)c1
[20] COc1cccc(OC)c1OCCCN1CCOCC1
[21] CC(=O)C1=C(C)Nc2ncnn2C1c1ccccc1F (stereo unspecified)
[22] COc1cccc(N2CC(NC(=O)c3ccc4ccccc4c3)CC2=O)c1 (stereo unspecified)
[23] COc1ccc(CCNC(=O)C(=O)NCC2OCCN2S(=O)(=O)c2ccc(Br)cc2)cc1OC (stereo unspecified)
[24] Cc1cccc(N2N=C(C(=O)N3Cc4ccccc4CC3C(N)=O)CCC2=O)c1 (stereo unspecified)

screen / no.	19	20	21	22	23	24
ALOX12 inh	-20%	?	-4%	?	18%	9%
GLS inh	4%	11%	15%	-4%	5%	-2%
G9a inh	-32%[59 µM]	?	36%	2%	-2%[59 µM]	·
PI4K2A inh	-1	8	-1	3	-1	1
ERG-DNA inh	1%	4%	-8%	-8%	-2%	-16%
RGS4 inh	-7%	15%	7%	-17%	17%	16%
JMJD2A Tudor	-7%	2.5µM*	-18%	4%	-5%	-11%
HP1b binding inh	30%	?	25%	60%[activator]	22%	44%[activator]
BAZ2B inh	-19%	50µM*	0%	4%	0%	·

[25] Cc1cc(C)c2oc(-c3cccc(NC(=O)COc4ccccc4Cl)c3C)nc2c1
[26] Cn1c(SCC(=O)NCc2ccc3c(c2)OCO3)nc2scc(-c3cccs3)c2c1=O
[27] COC(=O)Cc1cc(=O)[nH]c(Nc2nc3ccccc3o2)n1
[28] O=C(O)COc1ccccc1C(Nc1cccnc1)c1cc(Cl)c2cccnc2c1O (stereo unspecified)
[29] Cc1cc(NC(=O)CN2CCC(O)(c3cccc(F)c3)CC2)no1
[30] CCOC(=O)N1CCN(C(=O)CN(c2cc(C)ccc2OC)S(=O)(=O)c2ccc(C)cc2)CC1

screen / no.	25	26	27	28	29	30
ALOX12 inh	1%	22%	6%	·	0%[57.4 µM]	?
GLS inh	2%	6%	22%	36%[activator]	5%	2%
G9a inh	2%[59 µM]	12%[59 µM]	57%[activator][12.7 µM]	2.8µM*	8.9µM*	?
PI4K2A inh	0	-6	1	-16	-6	-1
ERG-DNA inh	-1%	-4%	0%	-2%	3%	0%
RGS4 inh	-13%	6%	-12%	?	-13%	-17%
JMJD2A Tudor	1%	-8%	-9%	22µM*	-9%	-5%
HP1b binding inh	20%	33%	28%	?	27%	38%
BAZ2B inh	-12%	-6%	9%	20µM*	2%	-3%

[31] Nc1nc(SCC(=O)Nc2cccnc2Cl)n[nH]1
[32] Cc1c(-c2ccccn2)c(=O)[nH]n1-c1ccc(F)cc1
[33] CC(C)c1nc2ccc(NC(=O)C3CCCCC3)cc2[nH]1
[34] O=C(CSc1nc2nc(-c3cccs3)cc(C(F)(F)F)c2c(=O)[nH]1)Nc1ccc(F)c(F)c1
[35] COc1cccc(-c2cc(C(=O)N3CCN(C(=O)c4ccco4)CC3)[nH]n2)c1
[36] CC(=O)c1ccc(OCCCC(=O)Nc2ccc(C)c(S(=O)(=O)N(C)C)c2)cc1
[37] O=C(CSc1nnc(Cc2cccs2)n1-c1ccccc1)NCc1ccc2c(c1)OCO2
[38] Cc1ccc(-c2nnc(-n3nnc4ccccc43)c3ccccc23)cc1
[39] N#Cc1ccccc1OCCCNC1CCCC1

screen / no.	31	32	33	34	35	36	37	38	39
ALOX12 inh	63%[activator]	12%	-3%	-25%	5%	-15%	?	0%	?
GLS inh	?	?	9%	0%	8%	2%	12%	15%	-4%
G9a inh	11%[0.0925 µM]	-29%	3%[59 µM]	-22%	0%[0.0925 µM]	-1%[59 µM]	?	-36%[59 µM]	20µM*
PI4K2A inh	0	-5	1	3	-2	-5	-3	4	-1
ERG-DNA inh	-14%	-7%	-5%	3%	3%	0%	3%	0%	-1%
RGS4 inh	-105%[56.9 µM]	-14%	-15%	-17%	11%	-9%	-3%	0%	-8%
JMJD2A Tudor	?	?	13%	?	-12%	-10%	-19%	-20%	-100%
HP1b binding inh	17%	28%	29%	-1%	24%	36%	44%[activator]	-8%	?
BAZ2B inh	-11%	50µM*	-3%	?	-9%	-13%	-6%	1%	?
